# ERK EGF inh – EGF-driven ERK pathway inhibition. Potency, µM (highest dose often 11.5 µM), for the others: top-dose activity change, negative = inhibition, actives largely listed as inhibitors. 130,000 tested, 0.41% active. HEK293-V1b, EGF-stimulated phospho-ERK AlphaScreen; active = well fitted inhibition curve with a large enough effect; inconclusive = small, poorly fitted or top-dose-only effect, or effect the other way;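 also: plate controls were stimulated vehicle wells for no effect and unstimulated vehicle basal for full effect; nearly all actives have a fitted effect of over 55% in size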
#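 Phospho-ERK1/2 measured by AlphaScreen (SureFire) after 5 min 25 nM EGF stimulation of V1b-expressing HEK293 cells preincubated 30 min at 37C with titrated compounds; data scaled to DMSO and EGF controls, Hill-fitted AC50.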
# * marks the source's active call; other numbers are inactive results; ? = inconclusive; & = joins results of further samples; [ ] = dose if it differs, or a comment. Potency is read from the fitted curve at half-maximal effect. This is a subset; count on the stated rates, not on these rows.
ERK EGF inh | compound
-8.0% | CCOc1ccc(CCNC(=O)CSc2nn(-c3ccc(C)c(Cl)c3)c(=S)s2)cc1OCC
5.4% | Cc1cc2cc(C=C(C#N)C#N)c(Cl)nc2cc1C
-9.7% | COCCSc1ccccc1C(=O)N1CCc2ccccc2C1
6.0% | Clc1cc2cccnc2c2ccccc12
0.6% | CCC/C=C(\CCC)C(NC(=O)c1ccccc1)c1ccc(C(=O)OC)cc1 (stereo unspecified)
-0.2% | O=C1c2cccc3c([N+](=O)[O-])ccc(c23)C(=O)N1CC1CCCO1 (stereo unspecified)
4.2% | Cc1c(CCOC(=O)c2cc([N+](=O)[O-])ccc2Cl)sc[n+]1CCCCS(=O)(=O)[O-]
1.6% | OCCC1CN(Cc2cccnc2)CCN1CCc1ccccc1 (stereo unspecified)
8.5%[57.5 µM] | COCCCNC(=S)Nc1cc(C)c(C)cc1C
-6.6% | CCOC(=O)c1ccc(NC(=O)c2cc(=O)[nH]c3ccccc23)cc1
4.8% | CCN(C(=O)COC(=O)C1CCN(S(=O)(=O)c2cccs2)CC1)c1ccccc1
? | CNS(=O)(=O)c1cccc(C(=O)OCc2csc(-c3ccccc3)n2)c1
1.4%[57.5 µM] | CCOc1ccccc1N1CN(Cc2ccccc2)CNC1=S
3.3% | CCOCCCN(C(=O)Cn1nnc(-c2ccc(OC)c(OC)c2)n1)C(CC)C(=O)NC1CCCC1 (stereo unspecified)
1.4%[57.5 µM] | CC(C)(CO)NC(=O)C12CC3CC(CC(Br)(C3)C1)C2
-4.4% | C=CC(C)N1C(=O)S/C(=C\c2ccc(N3CCOCC3)cc2C)C1=O (stereo unspecified)
-11.1% | Cn1cc(CN2CCCC(C(=O)c3cc(F)ccc3F)C2)c2ccccc21 (stereo unspecified)
-2.4% | CN(C(=O)COC(=O)c1ccc([N+](=O)[O-])cc1Cl)C1CCCCC1
-13.0%[57.5 µM] | CCCCCCN(C(=O)CCCCCN1C(=O)NC(c2ccc(-c3ccccc3)cc2)C(C(=O)OCc2ccccc2)=C1C)C(C(=O)NCCCC)C1CCCCC1 (stereo unspecified)
0.1% | COc1ccc(CSc2nnc(C)n2N)cc1[N+](=O)[O-]
0.0% | Cc1ccc2c(c1)C1CN(C)CCC1N2C(=O)COc1ccc(N(C)C(=O)C(C)(C)C)cc1 (stereo unspecified)
0.5% | O=C(Nc1ccccc1Cl)c1ccccc1Cc1ccccc1
11.5% | CC(=O)OCC(=O)Nc1ccc([N+](=O)[O-])cc1Cl
-10.1% | NC(=O)NOCc1ccc(Cl)cc1Cl
17.8µM* | c1coc(CN(Cc2ccco2)c2ncnc3c2oc2ccccc23)c1
0.2% | COc1ccccc1N1CCN(C(=O)c2n[nH]c3ccccc23)CC1
7.7%[57.5 µM] | CCOc1ccc2nc(Cl)c(C3CC(c4ccco4)=NN3S(C)(=O)=O)cc2c1 (stereo unspecified)
-5.5% | CN(C)c1ccc(C(=O)N2CCCC2)cc1
9.4% | O=C(C1CCCO1)N1CCN(C(=S)Nc2ccc(F)cc2)CC1 (stereo unspecified)
-7.5% | CCOC(=O)NC(=O)/C(C#N)=N\Nc1cccc(OC)c1
0.9% | CCC(C(=O)Nc1ccc(C)cc1)c1ccccc1 (stereo unspecified)
1.5% | CCOc1ccc(-c2nc(-c3cccs3)c(CC(=O)O)s2)cc1OC
6.4% | CC(=O)c1cn(CC(=O)Nc2ccc(C)c(C)c2)c2ccccc12
3.16µM* | CCN1C(c2ccccc2)=C(c2ccccc2)S/C1=C/C=C1\SC(=S)N(C)C1=O
-5.6% | O=C(Nc1ccc(S(=O)(=O)N2CCCC2)cc1)c1cnccn1
-2.5% | [O-]/C(=C(\C(=S)Nc1cccc2ccccc12)[n+]1ccccc1)c1cccs1
-4.7%[57.5 µM] | Cc1cccc(Cn2ccc(NC(=O)c3cccnc3)n2)c1
-2.7%[57.5 µM] | Cc1nc(-c2ccccc2)sc1C1(C)CC(c2c(Cl)cccc2Cl)=NO1 (stereo unspecified)
-4.5% | C[N+](C)(C)CCOC(N)=O
5.3% | COC(=O)N1C2(C=CC1(C)C(=O)NCc1ccc(N(C)C)cc1)CCCCC2 (stereo unspecified)
4.8% | CCOc1cccc2cc(C(=O)N3CCN(C/C=C/c4ccccc4)CC3)c(=O)oc12
4.0% | O=C(COc1ccc(S(=O)(=O)N2CCOCC2)cc1)N1CCCCCC1
-8.5%[57.5 µM] | C=C(C(=O)O)C1CCC2(C)CCCC(C)(O)C2C1 (stereo unspecified)
-4.8% | COc1ccc(C2C=C(Nc3ccccc3)C(=O)N2c2ccccc2)cc1OC (stereo unspecified)
-3.7%[57.5 µM] | COc1ccc(/C=C/c2nnc(NC(=O)C(C)(C)C)s2)cc1
4.7%[57.5 µM] | COc1ccc(CC(=O)NCc2csc(-c3cccs3)n2)cc1OC
-4.5% | O/N=C\c1ccccc1Oc1ccc(F)cc1
-3.8% | Cc1c(NC(=O)Cc2cccs2)cccc1[N+](=O)[O-]
-3.4%[57.5 µM] | CC(C)Oc1c(N2CCOCC2)c(=O)c1=O
-2.4% | Cc1cccc(C)c1OCC(=O)N/N=C/C=C/c1ccco1
-4.8%&10.3%&-0.8% | C[C@@](Cc1ccc(O)c(O)c1)(NN)C(=O)O
5.3% | COC(=O)c1sccc1NC(=O)Cc1ccc(Br)cc1
25.1µM* | CN1/C(=C\C=C2/SC(=S)NC2=O)C(C)(C)c2ccccc21
4.5%[57.5 µM] | COCCCNc1nc2ccccc2nc1NS(=O)(=O)c1ccc(C)c(C)c1
-4.9% | Cc1c(C(=O)Oc2cc(N)n(S(C)(=O)=O)n2)cccc1[N+](=O)[O-]
4.7%[57.5 µM] | CCOc1ccc(C(=O)N/N=C/c2c(C)[nH]c(=O)[nH]c2=O)cc1
-6.4%[57.5 µM] | O=C(O)Cc1c(C(=O)O)[nH]c2ccc(C(=O)O)cc12
-1.2% | COc1ccc(C(=O)Nc2ccccn2)cc1
0.9% | COCOc1c2c(c(OCOC)c3c(OCOC)cccc13)/C(=N/N[S+](=O)([O-])c1ccc(C)cc1)C1=C2CCCC1
-1.3% | Cc1cc(N/N=C/c2ccccc2O)nc(-c2ccccc2O)n1

# The list continues:
ERK EGF inh | compound
12.8%[57.5 µM] | Cc1cc(Br)c(NC(=O)c2c(-c3c(Cl)cccc3Cl)noc2C)c(Br)c1
-11.0%[57.5 µM] | O=C(NC1=NCCS1)c1ccc(Cl)c(S(=O)(=O)N2CCc3ccccc32)c1
-8.4%[57.5 µM] | CN(C)c1ccc(NC(=O)C(=O)C2C(=O)Nc3ccccc32)cc1 (stereo unspecified)
-3.7% | CC(C)C(=O)NC(=S)Nc1ccccc1N1CCN(C(=O)c2ccccc2)CC1
? | C[C@@H]1CC=C[C@H]2[C@H]1C(=O)N(Cc1ccccc1)[C@H]2c1ccc(-c2ccc(N(C)C)cc2)cc1F
-5.7% | COCCCn1c(SCC(=O)Nc2ccc(C)cc2)nc2ccccc2c1=O
-2.1% | COC(=O)c1ccc2nc(NC(=O)C(C)C)sc2c1
-3.9%[57.5 µM] | COc1ccccc1C(=O)Oc1ccc2c(c1)O/C(=C\c1ccncc1)C2=O
7.7% | O=C(Nc1cc(F)cc(F)c1)c1ccc(NCCc2ccccc2)c([N+](=O)[O-])c1
6.7% | Cc1ccc(N(CC(=O)NN=C2CCN(C)CC2)S(=O)(=O)c2ccccc2)c(C)c1
4.0% | CCOC(=O)c1[nH]c2c(c1-c1ccc(OC)cc1)C(=O)CC(c1ccc(OC)c(OC)c1)C2 (stereo unspecified)
-3.6%[57.5 µM] | O=C(N/N=C/c1cc([N+](=O)[O-])ccc1O)c1ccncc1

# An excerpt of these results, tab-delimited.
Molecule	ERK EGF inh
COC(=O)c1ccc2nc(NC(=O)C(C)C)sc2c1	-2.1%
COc1ccccc1C(=O)Oc1ccc2c(c1)O/C(=C\c1ccncc1)C2=O	-3.9%[57.5 µM]

# Looked up by structure from above:
ERK EGF inh | compound
-5.7% | COCCCn1c(SCC(=O)Nc2ccc(C)cc2)nc2ccccc2c1=O
-3.9%[57.5 µM] | COc1ccccc1C(=O)Oc1ccc2c(c1)O/C(=C\c1ccncc1)C2=O
7.7% | O=C(Nc1cc(F)cc(F)c1)c1ccc(NCCc2ccccc2)c([N+](=O)[O-])c1

# Further compounds follow:
ERK EGF inh | compound
-4.5% | Cc1ccc(N(Cc2ccc([N+](=O)[O-])cc2)C(=O)c2ccco2)cc1C
3.3% | Cn1c(=O)[nH]c(=O)c2c1nc(N1CCCC1)n2CCCSc1nnnn1-c1ccccc1
? | CN(C)c1ccc(/C=C/C(=O)c2ccccc2O)cc1
1.8% | O=C(Cc1ccc(Br)cc1)Nc1ccc(Cl)cc1
-3.4% | CCN1CC(c2ccccc2)C(c2ccc(Cl)cc2)=N1 (stereo unspecified)
8.2% | Cc1ccnn1Cc1cc(C(=O)O)c2ccccc2n1
-12.9% | Cc1ccc(NC(=O)C2CCCN2C(=O)Oc2ccccc2)c(C)c1 (stereo unspecified)
23.6% | CC1CCCN(C(C(=O)NC2CCCCC2)c2cc3c(cc2[N+](=O)[O-])OCO3)C1 (stereo unspecified)
4.6%[57.5 µM] | O=[N+]([O-])c1ccc(SCCc2ccccn2)cc1
-13.6% | CC(NC(=O)c1ccc(C23CC4CC(CC(C4)C2)C3)cc1)C(=O)O (stereo unspecified)
-3.3% | CCN(CC)S(=O)(=O)c1cccc(NC(=O)COC(=O)CCC(=O)c2cccs2)c1
-0.4% | COCCNC(=O)CCCn1c(=O)c2cc(OC)c(OC)cc2n(CC(=O)Nc2ccc(F)cc2)c1=O
-3.4% | Cc1ccc(CC(NC(=O)c2ccccc2)C(=O)NC(CC(C)C)C(=O)O)cc1 (stereo unspecified)
9.4% | Cc1ccc(NS(=O)(=O)c2ccc(C3CCCCC3)cc2)cc1
-0.2%[57.5 µM] | O=C1NC2(CCCCCCC2)C(=O)N1Cc1ccc(F)cc1
8.5% | CCCS(=O)(=O)n1nc(-c2ccc(OC)cc2OC)cc1N
-1.7% | COc1ccc(CCNC(=O)CCCCCn2c(SCC(N)=O)nc3cc4c(cc3c2=O)OCO4)cc1OC
7.1% | CCOc1cc2[nH]c(=S)n(CCC(=O)NCc3ccco3)c(=O)c2cc1OCC
0.5% | CCc1nnc(NC(=O)c2ccc(Cl)nc2)s1
-6.2% | COc1ccc(C2=NCCn3cccc32)c(OC)c1
3.6% | CCOC(=O)c1c(-c2ccc(OC)cc2)csc1/N=C/C1=C(O)CCCC1=O
21.3% | O=C(c1ccc(Cl)c(Cl)c1)N1CCC(=O)N(C(COCc2cccc(C(F)(F)F)c2)Cc2ccccc2)CC1 (stereo unspecified)
-7.9% | CSc1ccccc1C(=O)C1CCCN(C(=O)CCc2cccnc2)C1 (stereo unspecified)
-3.3% | COC(=O)c1ccccc1NC(=O)CSc1nncn1C
7.8% | O=C(CSc1nc(C2CCCCC2)nc2ccccc12)NCc1ccco1
-1.9% | CCCCOc1ccc(N2C(=O)CC(NCc3ccncc3)C2=O)cc1 (stereo unspecified)
-14.1% | O=C1CC(=O)CC(c2ccccc2)C1
-13.9%[57.5 µM] | Cn1c(=O)n(C)c2cc(NS(=O)(=O)c3ccc(C(C)(C)C)cc3)ccc21
-9.1%[57.5 µM] | Cc1ccc(-n2cc(CN3CCC(CO)(Cc4ccccc4)CC3)cn2)cc1
8.8% | Cc1ccc2c(c1)C1C3CCC(C3)C1S(=O)N2 (stereo unspecified)
-5.4%[57.5 µM] | COc1ccc(C(=O)CSc2n[nH]c(=O)n2Cc2ccco2)cc1
28.6% | CC(C)=CCN1CCN(Cc2nc(-c3ccccc3)cs2)CC1CCO (stereo unspecified)
7.7% | COc1cc2c(cc1NC(=O)c1cc(-c3ccccn3)nc3ccccc13)oc1ccccc12
11.4% | OCc1cc(-c2ccc(Cl)c(Cl)c2)on1
-7.0%[57.5 µM] | C[C@H](NC(=O)c1[nH]cnc1C(=O)Nc1ccc(CNC(=O)OC(C)(C)C)cc1)C(=O)OC(C)(C)C
-2.2% | O=C(CN1C(=O)CCC1=O)Nc1cccc(NC(=O)CN2C(=O)CCC2=O)c1

# Four of the compounds above, in CSV form.
SMILES,ERK EGF inh
Cc1cccc(Cn2ccc(NC(=O)c3cccnc3)n2)c1,-4.7%[57.5 µM]
Cc1nc(-c2ccccc2)sc1C1(C)CC(c2c(Cl)cccc2Cl)=NO1 (stereo unspecified),-2.7%[57.5 µM]
C[N+](C)(C)CCOC(N)=O,-4.5%
COC(=O)N1C2(C=CC1(C)C(=O)NCc1ccc(N(C)C)cc1)CCCCC2 (stereo unspecified),5.3%

# Next records:
ERK EGF inh | compound
1.5% | COc1cccc(-c2nc(CS(=O)(=O)CC(=O)NCc3ccc(Cl)cc3)c(C)o2)c1
0.2% | Cc1cc(=O)c2ccccc2n1CC(=O)NCc1ccccc1
-5.0%[57.5 µM] | C/C(=N\O)C(C)(C)Nc1ccc(Cl)cc1
4.1% | S=C1NNC2(NN1)C1CC3CC(C1)CC2C3
7.0%[57.5 µM] | COc1cc(/C=N/NC(=O)Cc2nnc(N)s2)cc(OC)c1OC
1.1%[57.5 µM] | C/C(=N\Nc1ccc(Cl)c(C(=O)O)c1)c1cccs1
-1.0% | CCC(OC(=O)C1=Cc2ccccc2OC1)C(=O)NCc1ccco1 (stereo unspecified)
6.7% | CCc1nn2cc(C(=O)c3ccccc3O)cnc2c1-c1ccc(F)cc1
8.6% | N#Cc1sc2nc3c(cc2c1N)CCCC3
-2.0% | CN1/C(=C\C(=O)C[n+]2ccc(C(=O)c3ccccc3)cc2)C(C)(C)c2ccccc21
31.4% | COc1ccccc1C(=O)NNC(=O)c1cccc(F)c1
1.6% | CCOc1ccc(N(CC(=O)NCCc2ccc(OC)cc2)S(C)(=O)=O)cc1
4.8% | Cc1ccc(S(=O)CCNC(=O)Cc2ccc(Cl)cc2)cc1 (stereo unspecified)
7.0% | O=C(CCCc1nc2ccccc2s1)Nc1ccccc1
-1.3% | CC(=O)Nc1ccc(NC(=O)COc2cccc3c2OC(C)(C)C3)cc1
